# Assay outcomes as filed in PubChem.
# MITF act = activators of MITF-driven TRPM1 promoter activity in SK-MEL-5 cells; SK-MEL-5 TRPM1-promoter luciferase, 24 h; % of positive control, neutral wells = 0; activation, % at 12.5 µM; 300,000 compounds, 0.75% hits;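 active means mean activation of at least 80% with every replicate also reaching 80%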;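 further: 0% = neutral control wells and 100% = parthenolide positive control wells; values of inactives mirror those of a sister screen read the other way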
# PfHsp90 set2 = reduces growth (ATP signal) of yeast expressing P. falciparum Hsp90; inhibition, % at 9.4 µM; 310,000 compounds, 0.32% hits; S. cerevisiae expressing PfHsp90, BacTiter-Glo ATP, 48 h; yeast lacking PDR1 and PDR3 efflux regulators; AID 504621;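 active means every replicate shows inhibition above about 80%, whatever the replicate mean, limit read from the data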;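 further: 0% = DMSO neutral controls and 100% = 20 µM radicicol positive controls; yeast relying on Plasmodium falciparum Hsp90 in place of its own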
# CAL PDZ FP-1 = blocks peptide binding to human CAL PDZ domain; AID 504414; Q9HD26; purified CAL PDZ, TMR-peptide fluorescence polarization, 1 h; 330,000 compounds, 0.02% hits; inhibition, % at 20 µM;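 active means highest replicate inhibition of at least 40%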;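 further: plate controls were DMSO neutral control wells for no effect and unlabeled competitor peptide control wells for full effect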
#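 Read-out basis: mP drop reported as inhibition | Assay system: Tagged CAL PDZ protein CerCALP, purified | Benchmarks: Unlabelled peptide for full inhibition, DMSO wells as neutral | Schedule: 1 h incubation at room temperature before polarization reading | Buffer or medium: Sodium phosphate/NaCl buffer pH 7.4 with TCEP, IgG, Thesit | Doses: Single point, 20 µM | Measured by: Fluorescence polarization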
# dFosB act = mouse delta FosB homodimer activation. P13346. purified delta FosB, TAMRA-CDK5 oligo fluorescence polarization; percent of positive-control signal above neutral wells. activation, % at 25 µM. 340,000 compounds, 0.99% hits. AID 493131;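 active means mean activation above about 17%, with every replicate also reaching it, limit read from the data, passing the limit was not always enough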;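 further: fluorescence polarization rise as delta FosB binds a TAMRA Cdk5 AP-1 oligo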
# Target sequence (P13346 whole entry, looked up): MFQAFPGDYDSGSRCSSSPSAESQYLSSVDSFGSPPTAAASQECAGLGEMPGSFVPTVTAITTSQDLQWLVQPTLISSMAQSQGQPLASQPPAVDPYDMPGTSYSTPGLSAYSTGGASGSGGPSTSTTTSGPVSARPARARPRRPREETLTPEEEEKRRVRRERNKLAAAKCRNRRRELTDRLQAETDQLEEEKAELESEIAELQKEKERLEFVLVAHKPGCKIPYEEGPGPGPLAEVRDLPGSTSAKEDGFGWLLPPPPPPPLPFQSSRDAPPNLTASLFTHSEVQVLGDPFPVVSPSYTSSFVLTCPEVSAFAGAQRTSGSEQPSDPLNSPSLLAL
# PvdQ acylase = P. aeruginosa PvdQ acylase inhibition | purified PvdQ acylase, fluorescence plate reader | inhibition, % at 10 µM | 340,000 compounds, 0.063% hits; in the data active means inhibition above about 30%, passing the limit was not always enough;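 further: 0% = vehicle neutral wells and 100% = reference inhibitor wells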
# SR-BI HDL uptake = blocks mouse SR-BI lipid uptake from DiI-HDL; ldlA[mSR-BI] CHO cells, DiI-HDL uptake fluorescence, 3 h; inhibition, % at 12.5 µM; 320,000 compounds, 0.96% hits;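 active means mean replicate inhibition of at least 70% and a set share of replicates each scoring 70 or more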;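 further: 0% = median of neutral control wells and 100% = median of positive control wells; values of inactives mirror those of a sister screen read the other way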
# NSD2 HMT inh = NSD2 (human) methyltransferase inhibition; inhibition, % at 12.5 µM; O96028; 310,000 compounds, 0.54% hits; NSD2 peptide methylation, AlphaScreen, 120 min; in the data active means inhibition above about 50%
# CAL PDZ FP-2 = CAL PDZ (human) peptide binding inhibition; inhibition, % at 24.9 µM; Q9HD26; 300,000 compounds, 0.92% hits; purified CAL PDZ, TMR-peptide fluorescence polarization, 1 h; AID 602252;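 active means mean inhibition of at least 30% with at least half of replicates also reaching 30%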;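 further: 0% = DMSO neutral control and 100% = excess unlabeled competitor peptide PRC23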
# SR-BI DiI-HDL act = activators of SR-BI mediated HDL lipid uptake. CHO ldlA[mSR-BI] cells, DiI-HDL uptake fluorescence, 3 h; 100 = double the neutral-control signal. activation, % at 12.5 µM. 320,000 compounds, 0.096% hits;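 active means mean replicate activation of at least 60% and every replicate at or above 60%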;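 further: 0% = median plate neutral-control signal and 100% = twice that signal; values of inactives mirror those of a sister screen read the other way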
#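 Test system: SR-BI-overexpressing, LDLR-lacking CHO cells; Medium: Ham's F12 with 0.5% BSA, HEPES 25 mM, pH 7.4; Schedule: 3 h, 37 °C; Technique: bottom-read fluorescence, 550/595 nm.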
# Rtt109 HAT inh = blocks Candida albicans Rtt109/Vps75 acetyltransferase activity | purified Rtt109/Vps75, ThioGlo CoA-SH fluorescence, 4 h | 330,000 compounds, 0.16% hits | Q5AAJ8 | inhibition, % at 34.9 µM;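 active means inhibition of at least 50% in every replicate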
# Target sequence (Q5AAJ8 whole entry, looked up): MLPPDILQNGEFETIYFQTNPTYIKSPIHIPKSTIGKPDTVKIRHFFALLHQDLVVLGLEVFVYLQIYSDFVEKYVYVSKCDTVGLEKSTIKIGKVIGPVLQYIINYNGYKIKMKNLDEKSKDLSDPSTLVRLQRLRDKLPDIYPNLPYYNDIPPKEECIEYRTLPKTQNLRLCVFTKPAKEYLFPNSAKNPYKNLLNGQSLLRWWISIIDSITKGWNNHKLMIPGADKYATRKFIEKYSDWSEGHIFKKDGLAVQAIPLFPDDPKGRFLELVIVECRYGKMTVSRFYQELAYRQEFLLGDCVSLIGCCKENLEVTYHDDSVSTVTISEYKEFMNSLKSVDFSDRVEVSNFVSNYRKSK
# * = called active by the depositor; · = no result given.
# Sequence of screens: MITF act	PfHsp90 set2	CAL PDZ FP-1	dFosB act	PvdQ acylase	SR-BI HDL uptake	NSD2 HMT inh	CAL PDZ FP-2	SR-BI DiI-HDL act	Rtt109 HAT inh
COc1ccc(-c2nnn(CC(=O)N(CC(=O)NC3CCCC3)c3ccccc3F)n2)cc1OC
→ 1	13	0.1	-7	-13	·	·	·	·	10
Cc1ccc(C2=C(O)C(=O)C(c3ccc(C)cc3)=C(O)C2=O)cc1
→ -4	10	0.6	-3	-5	18	1	1	-18	2
Cc1c(NC(=O)CSc2nc3ccccc3s2)c(=O)n(-c2ccccc2)n1C
→ -8	-3	-2.1	-3	-13	8	1	-9	-8	18
OC(C#CCN1CCCCC1)(c1ccccc1)c1ccccc1
→ 7	-20	-3.3	-9	-14	-6	-1	6	6	-5
CC(=O)OCC1=C(C(=O)O)N2C(=O)C(NC(=O)CC(C)c3ccccc3)C2SC1 (stereo unspecified)
→ -5	17	-0.8	2	-5	-6	1	-1	6	0
COC(=O)c1cccc(C(=O)Nc2ccc(C)cc2Br)n1
→ -3	5	-2.2	-13	21	15	-5	·	-15	1
Cc1cccc(Nc2ccccc2C(=O)OCC(=O)N2CCOCC2)c1C
→ -2	-23	-1.3	-6	-2	43	3	-1	-43	9
N#CC1=C(N)SC(N)=C(C#N)C1c1ccc([N+](=O)[O-])cc1
→ -3	-5	1.7	-13	-11	-5	6	-1	5	1
CCc1cc2c(=O)c(-n3cnc4ccccc43)coc2cc1O
→ 1	3	-1.4	-6	0	·	6	1	·	-11
COc1ccc(/C=C/C(=O)OCc2nc3ccccc3c(=O)[nH]2)c(OC)c1
→ -9	-33	-1.3	6	-2	·	-4	0	·	-5
Cc1ccc(C(=O)Nc2nc(C)c(C(=O)Nc3ccc4c(c3)CCC4)s2)cc1
→ 16	6	-2.7	21*	-9	62	0	-5	-62	2
O=C1COc2ccc(C(=O)COC(=O)CNS(=O)(=O)c3cccc(F)c3)cc2N1
→ 7	-19	0.6	-2	-7	-5	-8	·	5	0
CCCc1ncc(CN2CCC(C(=O)Nc3cccc(-c4cscn4)c3)CC2)cn1
→ -19	23	-0.4	-11	3	1	12	0	-1	-3
O=C(COc1ccc(Br)cc1)NC1CC1
→ -6	-3	-1.6	0	-1	13	1	-3	-13	-8
c1ccc(SCc2cn3cccnc3n2)nc1
→ 15	-8	0.1	-2	21	-5	·	-8	5	-11
CCN(CC)C(=O)CSc1nc(O)c(Cc2ccc(OC)cc2)c(=O)[nH]1
→ ·	-2	0.5	1	6	-13	0	-4	13	-11
c1ccc(OCc2nnc3n2N=C(c2ccccc2)CS3)cc1
→ -5	-17	-1.7	-22	-8	·	·	-7	·	-7
O=C(COc1ccc2ccc(=O)oc2c1)Nc1cc([N+](=O)[O-])ccc1F
→ 10	-23	-1.2	-3	5	-9	0	-4	9	3
COCC(C)n1c(SCC(=O)Nc2sccc2C(N)=O)nc2ccccc2c1=O (stereo unspecified)
→ -8	0	-2.2	-16	-17	-5	-2	-5	5	1
COC(=O)c1ccc(-n2nnnc2SCC(=O)Nc2cc(OC)ccc2OC)cc1
→ -7	·	-1.5	-2	-4	16	1	7	-16	-2
CN(CC(=O)NC1CCCC1)S(=O)(=O)c1cnc[nH]1
→ 7	8	-0.1	3	2	-26	-4	·	26	3
O=C(c1cc2cc(F)ccc2[nH]1)N1CCC(Cc2ccccc2)CC1
→ -1	20	0.1	-13	-15	11	-3	-3	-11	·
CN1CCN(S(=O)(=O)c2cccc(C(=O)Oc3cccc(C#N)c3)c2)CC1
→ -2	-3	-1.9	-1	-4	-15	·	-2	15	-2
Cn1nc(C(=O)Nc2nc3ccc(S(C)(=O)=O)cc3s2)ccc1=O
→ -3	12	·	0	2	-21	0	-5	21	-3
N#CCC(=O)Nc1ccc(C(=O)NNC(=S)NC2CC2)cc1
→ 6	-19	-4.1	-5	7	0	-1	-1	0	22
CC(CC(=O)Nc1nnc(CC(C)(C)C)s1)c1ccccc1 (stereo unspecified)
→ 9	-2	0.0	-7	7	19	1	·	-19	7
Cc1noc(C)c1C(=O)Nc1ccccc1N1CCCC1
→ -6	5	-0.8	-3	-10	7	-6	-8	-7	-12
O=C(CCS(=O)(=O)c1ccc(Br)s1)NCc1ccc2c(c1)OCO2
→ 14	·	-3.5	2	-4	0	·	·	0	-7
COc1cccc(CC(=O)Nc2ccc(S(=O)(=O)Nc3nc(C)cc(C)n3)cc2)c1
→ -10	19	-0.8	-21	-16	-28	0	-7	28	3
O=C(NCC1CCC(C(=O)O)CC1)c1cccnc1 (stereo unspecified)
→ -1	-3	-0.2	1	2	-10	-2	-2	10	2
COc1ccc(C2/C(=C(/O)c3ccc(S(=O)(=O)N4CCOCC4)cc3)C(=O)C(=O)N2CCN2CCOCC2)cc1 (stereo unspecified)
→ -1	5	-2.7	-11	-5	-14	-2	-3	14	-4
CCC(=O)Nc1c2c(nn1-c1ccc(C)cc1C)CSC2
→ -6	-14	-0.9	-3	-6	-2	-3	-1	2	1
CCOc1ccccc1NC(=O)CN(Cc1ccccc1)S(C)(=O)=O
→ -6	16	-2.6	-4	-5	-11	2	-1	11	-5
COC(=O)c1ccc(COc2ccccc2/C=C(\C#N)C(=O)NC(C)C)cc1
→ 18	15	0.8	-12	-4	-2	-3	-1	2	-6
COc1ccc(S(=O)(=O)N2CCCC2)cc1Br
→ -8	-1	0.3	-9	-19	4	-6	-3	-4	-6
COC(=O)c1sc(NC(=S)NC(=O)c2ccccc2F)nc1C
→ 46	1	0.5	-8	-2	-3	1	-2	3	-1
Cc1ccc(NC(=O)C2CCCN(c3ncccn3)C2)c(C)c1 (stereo unspecified)
→ 48	25	-3.4	-5	-16	1	4	-3	-1	-14
Cc1ccc(S(=O)(=O)Nc2cc(C)cc(CCNC=O)c2C)cc1
→ 3	-28	0.7	3	-15	-4	0	1	4	-3
COc1ccccc1-c1nnc(-c2ccc(C)cc2)o1
→ ·	3	-2.3	-23	-11	3	-1	·	-3	1
Cn1c(SCC(=O)Nc2ccccc2Cl)nnc1C1CC1
→ 1	19	-2.1	-1	7	·	-1	-3	·	11
Cc1cc(S(=O)(=O)Nc2ccccc2C(=O)O)ccc1Cl
→ 5	15	-0.4	-3	-11	-5	2	·	5	2
CC(C)(C)N(Cc1ccccc1)C(=O)c1cccs1
→ -2	-13	17	-6	-13	13	-4	-1	-13	2
COc1ccc(C(=O)N[C@H](C(=O)OCCCOC(=O)[C@@H](NC(=O)c2ccc(OC)cc2)C(C)C)C(C)C)cc1
→ -12	26	-1.2	-11	3	54	2	-1	-54	19
O=C(CSc1ccc(Cl)cc1)N1N=CCC1c1ccccc1 (stereo unspecified)
→ 20	-16	-1.9	-4	-18	7	1	-2	-7	-4
CCCNC(=O)c1ccc2c(=O)c(O)c(-c3ccc(F)cc3)[nH]c2c1
→ -29	19	1.3	-4	-11	38	·	0	-38	-20
FC(F)(F)c1nnc2ccc(NCc3cccnc3)nn12
→ 16	-2	-0.7	-7	-16	-10	-3	6	10	-28
CCOC(=O)c1cc(S(=O)(=O)N2CC(C)CC(C)C2)cn1C (stereo unspecified)
→ -2	19	-0.9	-1	-11	-4	0	-15	4	0
CCCC(=O)NCCc1ccc(F)cc1
→ ·	43	-1.6	4	-10	21	0	13	-21	-3
O=C(NC1CCCc2ccccc21)c1cc(S(=O)(=O)N2CCOCC2)ccc1F (stereo unspecified)
→ -3	-38	6.7	-1	-12	19	-3	-3	-19	4
Cc1noc(C)c1C(=O)OCC(=O)/C=C1/N(C)c2ccccc2C1(C)C
→ 2	-9	-0.5	1	-9	-10	0	-7	10	-6
COc1ccc(CCN2C(=O)CC(N3CCN(c4ccccn4)CC3)C2=O)cc1OC (stereo unspecified)
→ 0	5	-2.0	-3	-12	8	2	-6	-8	4
Cc1cc(C)nc(SCC(N)=O)n1
→ -5	3	0.1	0	3	·	-1	5	·	8
C=CCNc1cc(C(F)(F)F)nc(-c2ccccn2)n1
→ 0	9	-0.4	-3	-14	-2	0	-2	2	0
CC1(C)CC2CC(C)(CN2S(=O)(=O)c2ccc(C(=O)Nc3ccc(Cl)c(S(=O)(=O)N4CCOCC4)c3)cc2)C1 (stereo unspecified)
→ -8	-11	-1.3	-3	2	38	-1	-3	-38	27
COc1ccccc1CC(=O)Nc1ccc(-c2noc(COc3ccc(Br)cc3)n2)cc1
→ ·	-9	0.6	3	4	4	-1	-1	-4	-8
CCOC(=O)CSc1nc(Cc2ccccc2)nc2ccccc12
→ -1	-12	-0.1	-6	-2	15	5	·	-15	-6
Cc1ccc(C(=C2C3C=CC2C2C(=O)NC(=O)C32)c2ccc(C)cc2)cc1 (stereo unspecified)
→ 1	24	0.8	-9	-9	15	2	·	-15	4
CCOc1ccccc1NC(=O)c1ccc(-n2cncn2)nc1
→ -6	-15	-2.5	-7	4	12	-1	-2	-12	31
COc1ccc(/C(O)=C2/C(=O)C(=O)N(Cc3cccnc3)C2c2ccco2)cc1OC (stereo unspecified)
→ -11	18	-0.3	3	-1	1	6	-2	-1	-1
COc1cc(Br)c(Br)cc1N
→ 7	-8	-0.8	5	10	-4	0	·	4	1

# (further entries)
# Sequence of screens: MITF act	PfHsp90 set2	CAL PDZ FP-1	dFosB act	PvdQ acylase	SR-BI HDL uptake	NSD2 HMT inh	CAL PDZ FP-2	SR-BI DiI-HDL act	Rtt109 HAT inh
COc1ccc(N2CCN(CCCNC(=O)C(=O)c3c[nH]c4ccccc34)CC2)cc1
→ -7	-15	-2.9	-6	-12	42	7	-1	-42	-12
O=C(COC(=O)CCC1CCCC1)Nc1ccc(F)cc1
→ 3	24	-0.2	-1	-3	-9	-10	·	9	-1
COc1ccc(CCNC(=O)COc2cc(O)c3c(c2)OC(C)(C)CC3=O)cc1OC
→ 0	-22	0.1	0	-10	43	·	-3	-43	-6
CN(C)c1ccc(CNC(=O)CN2C(=O)COc3ccc(S(=O)(=O)N4CCCC4)cc32)cc1
→ 1	-6	-1.7	-1	-15	-6	7	-1	6	-2
CC(=O)C(C(C)=O)c1cc(NS(=O)(=O)c2ccccc2)ccc1NS(=O)(=O)c1ccccc1
→ -2	0	-1.4	-11	-5	19	1	-3	-19	-1
CC(C)[C@H](NC(=O)OCc1ccccc1)C(=O)NCc1ccccc1
→ -9	·	-1.8	7	-7	8	6	-1	-8	-5
Cc1nc(N2CCN(S(=O)(=O)c3ccccc3C#N)CC2)c2c(-c3cccs3)csc2n1
→ -13	-29	-1.6	2	-2	·	0	-5	·	-3

# Record cards, from the list above. Order of values: MITF act | PfHsp90 set2 | CAL PDZ FP-1 | dFosB act | PvdQ acylase | SR-BI HDL uptake | NSD2 HMT inh | CAL PDZ FP-2 | SR-BI DiI-HDL act | Rtt109 HAT inh
# Cc1nc(N2CCN(S(=O)(=O)c3ccccc3C#N)CC2)c2c(-c3cccs3)csc2n1 reads -13 | -29 | -1.6 | 2 | -2 | · | 0 | -5 | · | -3
# COc1ccc(CCNC(=O)COc2cc(O)c3c(c2)OC(C)(C)CC3=O)cc1OC reads 0 | -22 | 0.1 | 0 | -10 | 43 | · | -3 | -43 | -6
